High-throughput results deposited in PubChem BioAssay by Southern Research Specialized Biocontainment Screening Center.
Salmonella PhoP GFP – Inhibition of PhoP regulon, Salmonella typhi GFP reporter cells, confirmation, 4 h (AID 1850) | Salmonella Typhi PhoP-promoter GFP reporter, fluorescence, 4 h; higher % means a stronger effect | one-dose inhibition, % at 50 µM; IC50 in µM for titrated hits | hit rate 0.33% among 310,000; in the data active = a potency from the dose series; inconclusive = inhibition mostly from about 25% at the one dose, without a potency; inactive = the rest, 99 in 100 with inhibition below about 19%;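 also: 0% = induced wells with vehicle and 100% = uninduced wells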
M. tuberculosis – growth inhibition of non-replicating M. tuberculosis (AID 488890). Mycobacterium tuberculosis non-replicating, growth inhibition; higher % means a stronger effect. one-dose inhibition, % at 25 µM; IC50 in µM for titrated hits. hit rate 0.39% among 320,000; in the data active = a potency from the dose series; inconclusive = inhibition mostly from about 82% at the one dose, without a potency; inactive = the rest, 99 in 100 with inhibition below about 76%;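 also: plate controls were DMSO cells for no effect and high antibiotic wells for full effect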
VEEV TC-83 Vero – inhibitors of VEEV TC-83 cytopathic effect, confirmation, Vero cells (AID 588727) | Vero cells, VEEV TC-83 cytopathic effect inhibition; higher % means a stronger effect | inhibition, % at 20 µM, or IC50 in µM where a hit was titrated | hit rate 0.13% among 350,000; in the data active = a potency from the dose series; inconclusive = inhibition mostly from about 14% at the one dose, without a potency; inactive = the rest, 99 in 100 with inhibition below about 12%; also: strong numbers were not always called active
M. tuberculosis HTS – M. tuberculosis growth inhibition, HTS (AID 449762) | M. tuberculosis H37Rv growth inhibition, 7H9 media; higher % means a stronger effect | one-dose inhibition, % at 25 µM; IC50 in µM for titrated hits | hit rate 0.59% among 330,000; in the data active = a potency from the dose series; inconclusive = inhibition above about 70% without an active follow-up result;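 also: bacterial growth assessed after seven days of incubation; strong numbers were not always called active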
influenza NS1A – NS1A inhibition, H1N1 influenza, cell based functional assay (AID 504329) | NS1A functional cell-based assay, percent inhibition; higher % means a stronger effect | inhibition, % at 12.5 µM; hits with a dose series show IC50 in µM | hit rate 0.3% among 340,000; in the data active = a potency from the dose series; inconclusive = inhibition above about 27% without an active follow-up result; also: strong numbers were not always called active
VEEV TC-83 Vero 10K pilot screen – second read-out of VEEV TC-83 Vero, no call of its own (marks repeat the call); inhibition, %; measured here: 10K pilot screen inhibition
* marks the source's active call; other numbers are inactive results; i = inactive; ? = inconclusive; / = not tested or not shown.

SMILES	Salmonella PhoP GFP	M. tuberculosis	VEEV TC-83 Vero	M. tuberculosis HTS	influenza NS1A	others
COc1ccccc1/C=C/C(=O)OCC(=O)Nc1cc(C(F)(F)F)ccc1N1CCOCC1	/	/	1.3%	/	-6%
CCN(CC(=O)Nc1ccccc1OC)C(=O)c1cccc(-n2cccc2)c1	-9%	16%	8.9%	-10%	-12%
O=C(N/N=C/c1cccnc1)c1ccccc1OCc1ccc(Cl)cc1	3%	36%	/	8%	/
O=C(CN1CCN(S(=O)(=O)c2cccc(Cl)c2)CC1)N1CCCCC1	/	1%	2.8%	9%	-3%
NNC(=O)c1ccc(OCC2CC(c3ccc(Cl)cc3)=NO2)cc1 (stereo not drawn)	5%	51%	i	7%	9%
CCn1cc(S(=O)(=O)c2ccc(OC)cc2)c(=O)c2cc(F)c(N3CCN(C)CC3)cc21	-8%	-15%	2.1%	0%	9%
CC(C)(C)c1ccc(C(=O)NNC(=O)C(=O)N2CCCCC2)cc1	-3%	58%	2.8%	41%	-2%
CCOC(=O)N1CCN(C(=O)c2cn(CC)c3ccc(S(=O)(=O)N4CCC(C)CC4)cc3c2=O)CC1	-8%	-13%	1.6%	5%	-10%
C1CN(CC2COC(CN3CCOCC3)CO2)CCO1 (stereo not drawn)	/	/	7.8%	/	-3%
CCN(C(=O)CN1CCN(c2ccccc2)CC1)c1c(N)n(Cc2ccccc2)c(=O)[nH]c1=O	-4%	-11%	0.2%	-14%	4%
CCn1c(C)c(C(=O)O)c2cc(OC)ccc21	11%	-8%	1.4%	-2%	-3%
CC1S/C(=C(\C#N)C(=O)NCc2ccco2)N(Cc2ccco2)C1=O (stereo not drawn)	-4%	4%	i	-9%	-1%	VEEV TC-83 Vero 10K pilot screen=0.1
COc1ccc(CNc2cc(C)ccn2)c(O)c1	-4%	5%	1.1%	6%	19%
CCOC(=O)C1CCN(c2cc(=O)n(C3CCCCC3)c(=O)[nH]2)CC1	0%	-5%	1.2%	-2%	-7%
Cc1nc(C(=O)NCc2ccccc2)sc1C1(C)CC(c2ccccc2)=NO1 (stereo not drawn)	-6%	17%	7.5%	-1%	-4%
C(=N\N1CCN(Cc2ccccc2)CC1)/c1cccnc1	3%	3%	1.1%	-1%	-3%
O=C(O)CN1C(=O)/C(=C\c2cc(Br)ccc2OCc2ccccc2Cl)SC1=S	-29%	16%	0.9%	3%	23%
O=C(C[n+]1ccccc1)NNc1ccccc1	-6%	?	i	98%	0%
Cc1nnc(N/N=C/c2cc([N+](=O)[O-])c(N3CCC(C)CC3)cc2N2CCC(C)CC2)n1N	6%	/	6.3%	?	25%
CC(C)OC(=O)c1c(NC(=O)C2CC=CCC2C(=O)O)sc2c1CCCCC2 (stereo not drawn)	-5%	43%	3.1%	-16%	-8%
O=C1NC2(CCCCC2)C(=O)N1CCS(=O)(=O)Oc1ccc(Br)cc1	-3%	-11%	2.2%	-1%	-6%
C=CCNC(=O)C(=O)NCC(c1ccc2c(c1)OCO2)N1CCN(c2ccc(F)cc2)CC1 (stereo not drawn)	-7%	14%	i	2%	8%
CN1[C@@H](CC(=O)c2ccccc2)CCC[C@H]1C[C@H](O)c1ccccc1	4%	2%	i	-2%	-1%
Cn1ccnc1C(=O)c1cc(=O)c2ccccc2o1	8%	-2%	0.4%	6%	-5%

An excerpt from above in order of formula weight, rising.
SMILES	Salmonella PhoP GFP	M. tuberculosis	VEEV TC-83 Vero	M. tuberculosis HTS	influenza NS1A	others
O=C(C[n+]1ccccc1)NNc1ccccc1	-6%	?	i	98%	0%
COc1ccc(CNc2cc(C)ccn2)c(O)c1	-4%	5%	1.1%	6%	19%
Cn1ccnc1C(=O)c1cc(=O)c2ccccc2o1	8%	-2%	0.4%	6%	-5%
CN1[C@@H](CC(=O)c2ccccc2)CCC[C@H]1C[C@H](O)c1ccccc1	4%	2%	i	-2%	-1%
O=C1NC2(CCCCC2)C(=O)N1CCS(=O)(=O)Oc1ccc(Br)cc1	-3%	-11%	2.2%	-1%	-6%

Next part.
SMILES	Salmonella PhoP GFP	M. tuberculosis	VEEV TC-83 Vero	M. tuberculosis HTS	influenza NS1A	others
CCCCc1cc(=O)oc2cc(OCC(=O)N3CCC(C(=O)O)(c4ccccc4)CC3)ccc12	2%	10%	1.6%	-2%	0%
O=C(CSc1nc2ccccc2c(=O)n1-c1ccccc1)NC(=O)CN1CCCC1=O	1%	-7%	0.8%	-1%	-2%
CCN1C[C@@H]2[C@@H]3C(=O)N(C)C(=O)[C@@H]3[C@](CC)(C(=O)OC)N2C1=NC	/	/	i	/	8%
COc1cc(/C=N/Nc2ccc(S(N)(=O)=O)cc2[N+](=O)[O-])cc(OC)c1O	10%	-1%	0.5%	1%	20%
N#CC(C#N)=c1ccc2c(c1)NC1(CCCCC1)N=2	3%	5.7µM*	9.0%	?	16µM*
Cc1cccc(-n2ncc3c2CCCC3NC(=O)C2=CC(=O)CC(C)(C)O2)c1C (stereo not drawn)	-2%	10%	4.7%	-1%	-11%
CCOC(=O)c1nn(-c2ccccc2C)c(=O)c(C#N)c1C	-7%	-4%	i	-6%	18%
CCOC(=O)c1c(C)[nH]c(C(=O)CN(C)CC(=O)Nc2ccccc2Cl)c1C	/	1%	4.9%	2%	1%
Cc1ccc(S(=O)Cc2ccc(C(=O)N3CCN(C4CCCCC4)CC3)o2)cc1 (stereo not drawn)	3%	-15%	i	6%	-3%
NS(=O)(=O)c1cccc(NC(=O)CSc2nc3ccccc3[nH]2)c1	16%	-1%	0.8%	-6%	-14%
CSc1cccc(NC(=O)Nc2ccccc2)c1	3%	18%	2.8%	3%	6%
COc1ccc(O)c(C(=O)c2cnc3c(c2)c(-c2ccc(F)cc2)c(C#N)c(=O)n3C)c1	6%	28%	8.6%	26%	6%
C=CCn1c(O)c(N=NC(=O)CNC(=O)/C=C/c2ccc(OC)cc2)c2ccccc21	17%	12%	2.4%	2%	-8%
CCOc1ccc(NC(=O)CCC(=O)N/N=C/c2ccc3c(c2)OCO3)cc1	-9%	12%	0.5%	34%	-8%
CC1CCC(=NNc2ccc(C(F)(F)F)cc2[N+](=O)[O-])CC1 (stereo not drawn)	-5%	6%	1.1%	-11%	20%
O=C1c2ccccc2NC(c2cnc3ccccc3n2)N1O (stereo not drawn)	-6%	34%	3.2%	3%	-19%
Cc1ccc(OCCCC(=O)Nc2cc(S(=O)(=O)N3CCOCC3)ccc2N2CCOCC2)cc1	/	/	0.8%	/	-3%
O=C1CCC(C(=O)N2CCC(CCO)CC2)CN1Cc1ccc(Cl)cc1 (stereo not drawn)	-10%	-5%	1.8%	-1%	-7%
COc1ccccc1C1(CCNS(=O)(=O)c2ccc(C)cc2)CCOC(C(C)C)C1 (stereo not drawn)	-11%	23%	i	-7%	16%
Cc1ccc(CSCC(=O)Nc2cc(S(=O)(=O)N3CCOCC3)ccc2OCC(F)(F)F)cc1	/	/	0.1%	/	5%
CCN(CC)CCNC(=O)Cn1nc(Cc2cccnc2)c2ccccc2c1=O	-1%	-16%	1.7%	-3%	0%	VEEV TC-83 Vero 10K pilot screen=0.2
CCCN1C(C)C(C(=O)OCC)=CN(Cc2ccc(Br)cc2)S1(=O)=O (stereo not drawn)	/	/	i	/	-22%
O=C(COC(=O)Cc1ccc(F)cc1)NC(=O)NC1CCCC1	/	69%	0.2%	-5%	3%
Cc1cc(OC(=O)c2ccccc2Cl)ccc1N1C(=O)CCC1=O	-12%	27%	0.2%	-3%	-1%
Cc1cccc(NC(=O)Nc2ccncc2)c1	17%	12%	0.5%	-9%	-17%
O=C(Nc1ccccc1C(=O)NC1CCCCC1)c1ccco1	3%	-11%	1.6%	0%	-20%
CC(=O)Nc1cccc2c1C(=O)N(c1ccccc1OC(C)=O)C2=O	-10%	0%	0.1%	6%	-7%
O=C(c1ccc2c(c1)OCCO2)N1CCN(c2ncc(C(F)(F)F)cc2Cl)CC1	6%	53%	7.5%	46%	-1%
COc1ccc(-c2nc3c4ccccc4ccn3c2C=O)cc1	-4%	25%	2.1%	5%	0%
Cc1ccc(C(=O)OC2CCS(=O)(=O)c3sccc32)cc1 (stereo not drawn)	6%	9%	1.9%	-4%	4%
COc1ccc(OC)c(C2C(C(=O)Nc3ccc(F)cc3)=C(C)Nc3nc(CCCO)nn32)c1 (stereo not drawn)	-4%	-22%	i	1%	0%
COc1ccccc1/C=C1\SC(=S)N(CCC(=O)NCCCn2ccnc2)C1=O	-13%	39%	6.0%	2%	3%
O=S(=O)(c1ccc(F)cc1)N1CCC(n2cnc3ccccc32)CC1	3%	40%	0.5%	-1%	-4%
NC(=O)CC(NC(=O)Cc1ccc(Cl)cc1)c1ccc(NCC2CC2)c([N+](=O)[O-])c1 (stereo not drawn)	-12%	2%	i	-2%	0%
CCCN1CCN(C(=S)Nc2ccccc2C(F)(F)F)CC1	-8%	-13%	i	0%	-3%
CCN(CC)C(=O)[C@H]1C[C@H](CC(=O)NCc2ccco2)C(=O)N2CCc3c([nH]c4cc(-c5ccco5)ccc34)[C@]12C	/	/	0.4%	/	-16%
Cc1cc(N2CCN(C)CC2)ccc1NC(=O)c1c2c(nc3ccccc13)CCN(Cc1ccccc1)C2	8%	59%	5.4%	0%	10%
CCOC(=O)C1=C(C)NC(=S)NC1c1cccs1 (stereo not drawn)	6%	11%	7.4%	-9%	-1%
Cc1nn(Cc2ccccc2)c2c1C(c1ccco1)C(C#N)=C(N)O2 (stereo not drawn)	11%	-2%	4.0%	-6%	7%
On1nnc2cc(C(F)(F)F)ccc21	3%	7%	1.2%	6%	-1%
CCOC(=O)C1=CC[C@@H](c2cc3ccc(OC)cc3n2C)N(S(=O)(=O)c2ccc(C)cc2)[C@H]1C(=O)OCC	/	-42%	0.5%	-4%	4%
CC1CCc2nc(NC(=O)CN3CCN(c4ccc(F)cc4)CC3)sc2C1 (stereo not drawn)	-5%	48%	i	?	7%
Cc1ccc(-c2ocnc2C(=O)N2CCN(C(=O)c3cccs3)CC2)cc1	-7%	-4%	3.2%	0%	0%
O=C(NN=C1CCC(=NNC(=O)c2cccnc2)CC1)c1cccnc1	1%	6%	1.9%	-3%	8%
Cc1cccc(C(=O)Nc2cccc(C(=O)N3CCOCC3)c2)c1	-1%	-2%	3.2%	-9%	3%
CCN(CC)CCNC(=O)CS(=O)Cc1nc(-c2ccc(C)cc2)oc1C (stereo not drawn)	-13%	17%	i	2%	-7%
C=CCOC(=O)C1=C(C)Nc2nnnn2C1c1cc(OC)ccc1OC (stereo not drawn)	2%	10%	1.7%	1%	-3%
Cc1nnc(NC(=O)C(C)Sc2nnc(CNC(=O)c3ccccc3F)n2C)s1 (stereo not drawn)	1%	1%	i	-7%	0%
CC(=O)C1=C(O)CCC1=NCCc1ccccc1	-1%	3%	i	8%	-9%
CC(C)(C)OC(=O)C[C@@H]1C/C=C\C[C@H](CC(=O)NCCO)C(=O)N[C@@H](c2ccccc2)COC1=O	/	13%	i	0%	4%
O=C(Nc1ccc(NC(=O)C2CCCCC2)nc1)c1ccco1	-6%	-3%	0.8%	-1%	-17%
CC(=O)c1c(C)[nH]c(C(=O)CN2CCN(S(=O)(=O)c3ccc(C(C)C)cc3)CC2)c1C	/	-11%	3.8%	-6%	-11%
CN(Cc1ccccc1)Cc1ccccc1F	-2%	38%	i	-1%	1%
CSc1ncccc1C(=O)Nc1nnc(C2CC2)s1	6%	1%	2.5%	0%	10%
CCCC(=O)Nc1cc(C)c(NC(=O)c2ccncc2)cn1	-9%	-10%	0.9%	0%	12%
O=C(Nc1cc(C(F)(F)F)ccc1-n1cncn1)c1ccc(-c2ccccc2)cc1	1%	8%	2.8%	9%	2%
COc1cc(/C=C/C(=O)OCC(=O)NC2CC2)cc(S(=O)(=O)N2CCc3ccccc32)c1OC	3%	0%	2.5%	-2%	-4%
O=C(NCCCn1ccnc1)Nc1cccc(Cl)c1	-1%	8%	1.6%	-4%	10%
COc1ccc(/C=C2\Oc3cc(OCC(=O)N4CC(O)C[C@H]4C(=O)O)ccc3C2=O)cc1OC (stereo partly drawn)	2%	-18%	i	-4%	7%
O=C(COC(=O)c1sc2ccccc2c1Cl)NC1CCCCC1	-3%	?	i	?	-2%
Cc1cc(=O)oc2cc(OCC(=O)N3CC[C@@]4(O)CCCC[C@H]4C3)c(Cl)cc12	20%	10%	0.9%	-5%	3%
